Screens (PubChem)
LDHA inh – qHTS assay for inhibitors of human lactate dehydrogenase; L-lactate dehydrogenase A chain (Homo sapiens), P00338; purified LDHA, NADH/diaphorase-resazurin fluorescence; stronger effect = lower value; activity change, % (values are at about 110 or 230 µM); hit rate 0.15% among 480,000; in the data active = activity change below about -30%; inconclusive = mostly about -25% to -30%;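 note: plate controls were DMSO wells for no effect and wells without enzyme for full effect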
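Resorufin fluorescence (ex540/em590), read at 0 and 20 min after diaphorase/resazurin addition, reports the NADH left after a 5 min room-temperature reaction of 2 nM human LDH5 with 0.06 mM NADH and 0.2 mM pyruvate.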
ALOX12 inh – Primary qHTS assay for inhibitors of human arachidonate 12S-lipoxygenase (ALOX12): Round 2 | hit rate 1.1% among 580,000 | purified 12hLO, xylenol orange hydroperoxide absorbance | Potency, µM (titrated, usually from 108 µM), without a hit: at the highest dose activity change, negative = inhibition, most hits filed as inhibitors; active = well fitted inhibition curve with a large enough effect; inconclusive = small, poorly fitted or top-dose-only effect, or another doubt; inactive = no such curve, though single readings can be large or run the other way; note: potency is the fitted concentration of half-maximal effect
Target sequence (P18054 whole entry, looked up): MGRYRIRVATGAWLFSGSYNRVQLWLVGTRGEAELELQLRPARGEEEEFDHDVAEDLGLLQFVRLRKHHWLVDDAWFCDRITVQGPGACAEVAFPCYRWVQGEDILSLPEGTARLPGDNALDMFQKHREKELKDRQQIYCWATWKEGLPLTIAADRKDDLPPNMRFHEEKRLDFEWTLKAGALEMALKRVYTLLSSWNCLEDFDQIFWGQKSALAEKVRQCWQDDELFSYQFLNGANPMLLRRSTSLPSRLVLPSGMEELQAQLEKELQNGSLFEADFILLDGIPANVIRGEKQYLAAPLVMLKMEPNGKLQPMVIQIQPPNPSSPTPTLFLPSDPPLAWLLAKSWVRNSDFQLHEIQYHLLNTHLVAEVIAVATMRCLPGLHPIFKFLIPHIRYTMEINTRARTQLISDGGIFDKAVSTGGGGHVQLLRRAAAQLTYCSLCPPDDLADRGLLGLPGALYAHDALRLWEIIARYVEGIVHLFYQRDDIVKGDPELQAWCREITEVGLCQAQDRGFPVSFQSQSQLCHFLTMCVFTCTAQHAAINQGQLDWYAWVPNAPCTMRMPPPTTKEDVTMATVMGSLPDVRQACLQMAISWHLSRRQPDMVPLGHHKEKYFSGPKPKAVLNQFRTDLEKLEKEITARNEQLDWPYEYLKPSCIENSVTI
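Hydroperoxide product was detected by ferrous iron/xylenol orange as the 573 to 405 nm absorbance ratio. Arachidonic acid at 40 uM (final) was turned over for 30 min at room temperature by 150 nM human 12hLO, pH 7.0 Hepes buffer, after 15 min compound preincubation.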
Numbers without * were called inactive; ? = inconclusive; & = joins results of further samples; [ ] = another dose, or the depositor's remark. Unless noted, % is set by controls: 0 for no effect and ±100 for the full control effect.

SMILES	LDHA inh	ALOX12 inh
CCCCN1C(=O)C(CC(=O)Nc2ccc(F)c(F)c2)n2c1nc1ccccc12 (stereo unspecified)	7.4	?
O=C(CC1C=CCC1)NC1CCCc2ccccc21 (stereo unspecified)	-3.8	-27.6%
CCCNS(=O)(=O)c1cccc(C(=O)Nc2ccc(N3CCCCC3)c3ccncc23)c1	80.7	?
CCOc1ccccc1NC(=O)CSc1nc2c(=O)[nH]cnc2n1-c1ccc(C)cc1	-12.6	33.8%
CC(=O)c1ccc(OCCCC(=O)Nc2ccc3c(C)cc(=O)oc3c2)cc1	5.5	-20.0%
Cc1cc2nc(-c3ccccc3Br)n(/C=C(\c3ccccc3)n3c(=O)[nH]c4ccccc43)c2cc1C	-13.1	-9.4%
Cc1ccc(-c2nc3ccc(C)cn3c2CC2CCCCC2)cc1	12.5	?
O=C(CSc1ccc(Cl)cc1)Nc1ccccc1-c1nc(-c2ccccn2)no1	-7.9	?
CC(C)(C)c1ccc(C(=O)N2[C@H](COCc3ccccc3)C=CS2(=O)=O)cc1	2.7	-3.0%
Cc1ccc(NC(=O)CN2C(=O)NC(Cc3c[nH]c4ccccc34)C2=O)cc1F (stereo unspecified)	1.5	-46.6%
CCCCn1nnnc1C1(C)CCC(=O)N1C1CC1 (stereo unspecified)	3.3	-45.0%
O=C(CN1CCC2(CC1)OCCO2)Nc1cc(Cl)ccc1Cl	1.7	10.8%
CCS(=O)(=O)N1CCC(C(=O)N2CCN(c3cc(Cl)ccc3C)CC2)CC1	1.8	11.7%
CCOC(=O)C1(C)CCCN(C(=O)c2cc(C#N)cs2)C1 (stereo unspecified)	3.5	-10.2%
N=C(N)c1ncccn1	-8.1	27.8%
Fc1c(F)c(C(F)(F)F)c(F)c(F)c1N/N=C/c1ccc(Br)cc1	7.9	?
Cc1ccc(NC(=O)CN(C)C(=O)C(C)N2CCCC(C(F)(F)F)C2)cc1 (stereo unspecified)	0.1	-6.5%
Cc1ccc(S(=O)(=O)N2CCN(CCS(=O)(=O)CCC(N)=O)CC2)cc1C	5.4	5.3%
COC(=O)c1c(C)[nH]c(C(=O)C(C)Cl)c1C (stereo unspecified)	-13.8	?
CC(C)(C)NC(=O)c1ccc(NC(=O)C2(C)CC2(Cl)Cl)cc1 (stereo unspecified)	-2.6	?
Cc1oc(-c2nc(C#N)c(NCc3cccnc3)o2)cc1S(=O)(=O)N1CCCC1	10.3	-1.8%
Cc1c(-c2ccccc2)oc2c(C(=O)OCC(=O)N3CCNC3=O)cccc2c1=O	7.5	-3.8%
Cc1ccc(-c2cnc(CCC(=O)Nc3ccc(OC(F)F)cc3)o2)cc1	-3.5	?
COc1ccc(NC(=O)C2(C)CCN2Cc2ccccc2OC(F)F)cc1OC (stereo unspecified)	4.8	4.4%
CCC(=O)Nc1ccc2c(c1)OC[C@@H](C)NC[C@@H](C)[C@@H](OC)CN(C)C2=O	4.2	-14.1%
c1ccc(-c2cc(-c3nnc(-c4ccccc4)c(-c4ccccc4)n3)[nH]n2)cc1	2.4	12.1%
Cn1c(NCc2ccc3occc3c2)nc2cc(-c3ccc(F)cc3)sc2c1=O	-0.6	-7.1%
Nc1ccc(CC(N)c2csc(Nc3nncc4ccccc34)n2)cc1 (stereo unspecified)	-2.4	-0.8%
Cc1ccc(C)c(Cn2c(CN3CCN(Cc4ccccc4)CC3)nc3c2c(=O)[nH]c(=O)n3C)c1	-6.8	-6.1%
CCc1ccc2c(c1)NC(=O)C2(C)Cc1ccc(C(F)(F)F)nc1 (stereo unspecified)	-5.7	-3.0%
Cc1ccc2c(CSc3nnnn3-c3ccccc3)cc(=O)oc2c1	-6.1	-3.7%
O=C(Cn1nc(-c2ccc(Cl)cc2)c2ccccc2c1=O)Nc1ccc2ccccc2c1	-8.8	7.6%
O=C(NC1CCCC1)c1cc2c(Cl)nc3ccccc3c2s1	0.8	-7.3%
CCn1c(=O)c(-c2noc(C(=O)N3CCCCC3)n2)nn(-c2ccc(C)cc2)c1=O	-0.6	?
CCNC(=O)NC(=O)CN(Cc1ccc(C)cc1)C1CC1	5.2	?
COc1cc(OC)cc(C2=Cc3ccccc3C(CC(=O)c3ccco3)N2c2ccc(-c3cccnc3)cc2)c1 (stereo unspecified)	5.6	-7.5%
Cc1ccc2cc(C(=O)N3CCCC(CNS(C)(=O)=O)C3)[nH]c2c1 (stereo unspecified)	0.7	13.4%
CONC(=O)COc1ccc(Nc2ccccc2)cc1	7.1	-3.5%
CN(C1CCCCC1)S(=O)(=O)c1ccc2c(c1)c(=O)n(CC(=O)N1CCCCCC1)c(=O)n2C	4.1	-0.6%
O=C(O)c1ccc(-c2nn3c(=O)cc(N4CCNCC4)nc3s2)cc1	-3.7&-0.3	4.7%
Cn1c(=O)c2c(nc(SCC(=O)Nc3ccccc3F)n2Cc2ccccc2)n(C)c1=O	-1.1	-10.2%
NC(=O)c1ccc(Nc2nc(C(N)COCc3ccccc3)cs2)cc1 (stereo unspecified)	-0.5	15.7%
C=CCNC(=O)NCC(=O)Nc1ccc(F)c(F)c1F	3.6	38.2%[activator]
CCCCCCCCS(=O)(=O)CCCCC(=O)O	-3.8	21.0%
N#CC(=Nc1cccc(F)c1)C1=C(O)c2ccccc2C1=O	3.2	-10.7%
CCc1c(C(=O)c2ccc[nH]2)oc2ccc(Cl)cc12	-0.5	?
O=C(NCc1nc(-c2cccs2)no1)c1ccc2c(c1)OCO2	-2.2	3.9%
COC(=O)c1ccoc1COC(=O)c1ccc2c(c1)CCCC2	-1.0	?
COc1ccc(CNC(=O)CCc2ncc(-c3ccccc3)o2)cc1OC	7.4	16.5%
CCc1ccc(CCC(=O)N2CCCC2)cc1	-5.3	-1.2%
More structures.
SMILES	LDHA inh	ALOX12 inh
COc1ccc(CNC(=O)CCc2ccc3nc(NC(=O)C(C)C)sc3c2)cc1	0.0	0.7%
CC(C)c1ccc(NC(=O)c2ccc3c(c2)NC(=O)CS3)cc1	5.2	-27.2%
O=C(NCc1ccccc1)c1ccc(C(F)(F)F)cc1	-5.7	-24.3%
CCOc1ccccc1NC(=O)Cn1c(C)cc(=O)n2nc(-c3cccs3)nc12	2.5	?
CNc1c(NC(=O)c2cccc(OC)c2)c(=O)oc2ccccc12	4.7	1.9%
COc1ccc(CC(=O)NC(c2cccs2)C(C)C)cc1 (stereo unspecified)	-14.0	3.1%
CCCC(C)NC(=O)C(NC(=O)c1ccc(C(C)(C)C)cc1)C(C)C (stereo unspecified)	-6.5	8.5%
COc1ccc(N(Cc2nnc(-c3ccc(Cl)cc3)o2)S(=O)(=O)c2ccc(C(C)=O)cc2)cc1	8.7	?
NC(=O)c1ccc(NC(=O)c2nccnc2N)cc1	8.0	28.3%
COc1ccc(C(=O)Nc2ccc3nc(N4CCCC4)sc3c2)cc1OC	6.6	-25.8%
CSc1ccccc1NC(=O)C(C)N(C)CC(=O)Nc1ccc(F)cc1 (stereo unspecified)	-1.6	29.2%
Nc1nc2c(ncn2[C@@H]2O[C@H](CNS(=O)(=O)N3CCCC3)[C@@H](O)[C@H]2O)c(=O)[nH]1	1.7	?
COc1ccc(CC(C#N)C(=O)Nc2cccc(C)c2C)cc1 (stereo unspecified)	7.1	17.9%
CC1CCc2c(sc(NC(=O)c3ccccc3OC(F)F)c2C(N)=O)C1 (stereo unspecified)	7.9	?
CCCS(=O)(=O)NCc1ccc(C(=O)O)cc1	8.5	24.6%
CC(=O)Nc1ccc(SC(C)C(=O)c2ccc3c(c2)CCC3)cc1 (stereo unspecified)	8.6	?
CCOc1ccc(Oc2ccccc2NC(=O)c2ccoc2)cc1	2.7	-10.9%
COC(=O)c1cc(NC(=O)c2nc3ccccc3nc2N2CCCCC2)cc(C(=O)OC)c1	2.3	-29.5%
CCOC(=O)c1ccc(N2C(=O)c3n[nH]c(-c4ccco4)c3C2c2cccnc2)cc1 (stereo unspecified)	-4.3	12.3%
CCCC1CCCN(C(=O)Cc2nn(C)c(=O)c3ccccc23)CC1 (stereo unspecified)	-7.0	?
COc1ccc(OC)c(C2CCCN2Cc2nc(-c3ccccc3C)no2)c1 (stereo unspecified)	6.4	90.7%
Cc1ccc2oc(C(=O)NCc3ccc4c(c3)OCO4)cc(=O)c2c1	3.5	?
Cc1ccccc1NC(=O)CCC1CCCC1	-2.5	16.6%
O=C(NCCN1CCc2ccccc2C1)c1ccc(Cl)cc1	-6.3	?
O=C(OCc1ccccc1[N+](=O)[O-])c1cnc2ccccc2c1C(F)(F)F	2.2	?
CCSc1ncc(Cl)c(C(=O)Nc2nnc(C)s2)n1	-13.9	43.2%
COc1ccc(Nc2nc3ccccc3nc2NS(=O)(=O)c2cccs2)cc1Cl	-5.9	?
CC(C)Nc1nc(C(=O)Nc2nccs2)cs1	4.1	7.4%
CCCCNC(=S)N(C)N	15.4	?
CC(C)C(=O)NNC(=O)c1ccc2c(c1)NC(=O)CS2	9.1	6.0%
CC(OC(=O)c1ccc(C#N)cc1)C(=O)C12CC3CC(CC(C3)C1)C2 (stereo unspecified)	-5.6	-47.4%
CCCCNc1nc(-c2ccccc2F)nc2ccccc12	6.8	-19.7%
NC(=O)c1ccc(C(=O)NN=C(c2ccccc2)c2ccccc2)s1	8.7	2.6%
O=C(Nc1cccc(S(=O)(=O)N2CCCC2)c1)[C@@H]1O[C@H](CO)[C@@H](O)[C@H]1O	-7.8	-7.9%
OC(c1ccccc1)(c1nc(-c2csc3ccccc23)cs1)C(F)(F)F (stereo unspecified)	-8.3	?
Cn1cnc(C(=O)O)c1	-0.4	36.7%
CCOC(=O)C1C(c2cc(OC)c(OC)c(OC)c2)NC(=O)NC1(O)C(F)(F)F (stereo unspecified)	5.9	-0.4%
O=C(O)C(Sc1ccc(F)c(Cl)c1)c1ccccc1 (stereo unspecified)	-1.7	-25.8%
CCc1cc(C(c2ccccc2OC)N2CCN(C)CC2)c(NC(=O)c2ccco2)s1 (stereo unspecified)	-14.2	39.8µM*
Cc1ccc2c(CN3CCN(c4ccccc4)CC3)cc(=O)oc2c1	?	?
CS(=O)Cc1cccc(C(=O)NCC(C)(C)c2ccccc2)c1 (stereo unspecified)	3.2	8.8%
CCN(CC(O)COCCC12CC3CC(CC(C3)C1)C2)C1CCCCC1 (stereo unspecified)	8.4	?
CCn1nc(C(=O)Nc2ccncc2)c2ccccc2c1=O	7.1	-8.8%
O=C(NCCc1c[nH]c2ccccc12)c1ccc(F)c(F)c1	3.4	6.3%
CC(C)(C)c1ccc(NC(=O)c2ccc(C(F)(F)F)nc2)cc1	3.9	33.3%
CCCCn1c(=O)[nH]c(=O)c2c1nc(-c1ccncc1)n2CC(C)C	-13.9	2.7%
COc1ccccc1/C=C1\N=C(SC)SC1=O	-20.4	-9.2%
CC(C)C(=O)N1CCN(C(=O)C2CC(=O)N(c3cccc(C(F)(F)F)c3)C2)CC1 (stereo unspecified)	-3.5	?
CNC(=O)c1nn(CC(=O)NC(C)c2ccccc2)c(=O)c2ccccc12 (stereo unspecified)	17.3	3.8%
Cc1ccc(-n2nnnc2C2(Nc3ccccc3)CCCC2)cc1	0.7	-13.4%
(cont.)
SMILES	LDHA inh	ALOX12 inh
CC(C)(C)NC(=O)COC(=O)c1ccc2ccccc2n1	-9.8	-25.8%
CC(Nc1ccc([N+](=O)[O-])cn1)c1cccc(Cl)c1 (stereo unspecified)	5.4	35.0%
CCOC(=O)c1cc2cc(C(F)(F)F)ccc2[nH]1	-1.2	?
COc1ccc2c(CN3CCCC(C(F)(F)F)C3)cc(=O)oc2c1 (stereo unspecified)	9.2	-8.5%

A portion of the library; count on the stated rates, not on these rows.
